High-throughput results: PubChem BioAssay, several laboratories
GPR35 antagonists: inhibition of zaprinast-stimulated GPR35 beta-arrestin translocation – imaging, U2OS, beta-arrestin-GFP, zaprinast agonist, primary screen (AID 2058). 0.052% of 290,000 active. inhibition, % at 10 µM, or IC50 in µM where a hit was titrated. U2OS GPR35 beta-arrestin-GFP translocation imaging, zaprinast antagonism; higher % means a stronger effect;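 active = inhibition of at least 50% with at least 30 cells and total cytoplasm GFP at most 10,000,000; inconclusive = under 30 cells or total GFP of 10,000,000 plus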
Dengue-2 NS5 capping: Dengue-2 NS5 methyltransferase inhibitors, primary screen, biochemical, confirmation dose response (AID 588689); 0.3% of 340,000 active; Dengue-2 NS5 methyltransferase capping enzyme assay, biochemical; higher % means a stronger effect; one-dose inhibition, % at 25 µM; IC50 in µM for titrated hits; in the data active = a potency from the dose series; inconclusive = inhibition above about 29% without an active follow-up result
Siah-1 displacement: blockers of Siah-1 interaction with plectin peptide – biochemical, fluorescence polarization, rhodamine-plectin, uHTS, primary screen (AID 1817) | Siah-1 / rhodamine-plectin peptide fluorescence polarization; higher % means a stronger effect | displacement, % at 20 µM; hits with a dose series show IC50 in µM | 0.02% of 290,000 active;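 active = displacement of at least 50% at 20 µM, with a fluorescence ratio check between 0.3 and a set limit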;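 also: plate controls were Siah plus tracer with DMSO for no effect and tracer alone without Siah for full effect; strong numbers were not always called active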
GPR55 antagonists: inhibition of LPI-stimulated GPR55 beta-arrestin translocation – imaging, U2OS, beta-arrestin-GFP, LPI agonist, primary screen (AID 2013). 0.13% of 290,000 active. inhibition, % at 10 µM; hits with a dose series show IC50 in µM. U2OS GPR55 beta-arrestin-GFP translocation imaging, LPI antagonism; higher % means a stronger effect;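 active = spots per cell inhibited over 60%, with over 100 cells counted and total cytoplasm intensity under 500,000; inconclusive = wells with under 100 cells, flagged as likely toxic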;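 also: U2OS cells stably carrying GPR55 and arrestin-GFP stimulated by 5 µM LPI near EC80; imaged beta-arrestin-GFP aggregate spots per cell after agonist stimulation; plate controls were LPI-stimulated DMSO wells for no effect and DMSO wells without LPI for full effect; some results filed as inactive read as strong as hits; confirmed hits need IC50 under 10 µM and bright autofluorescent wells are also inconclusive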
HIV fusion peptide: cell-free HIV fusion peptide-binding blockers – biochemical, uHTS, fluorescence dequenching, primary screen (AID 1986); cell-free peptide binding, fluorescence dequenching, 30 min; higher % means a stronger effect; inhibition, % at 20 µM, or IC50 in µM where a hit was titrated; 0.3% of 290,000 active; in the data active = inhibition mostly above about 52%, no sharp cut-off; inactive = mostly below about 76%; also: some results filed as inactive read as strong as hits
NTR1 agonist: agonists of NTR1, primary screen, imaging, U2OS cells, beta-arrestin-GFP, high content (AID 493036) | 0.17% of 330,000 active | activation, % at 20 µM | NTR1-U2OS beta-arrestin-GFP spot imaging, agonist mode;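 active = activation at or above 40% of the spot to cytoplasm intensity ratio, with at least 20 cells analyzed; inconclusive = wells under 20 cells, flagged as cytotoxic or low count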;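 also: 0% = DMSO without peptide and 100% = 100 nM NTR1 peptide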
Target sequence (P30989 whole entry, looked up): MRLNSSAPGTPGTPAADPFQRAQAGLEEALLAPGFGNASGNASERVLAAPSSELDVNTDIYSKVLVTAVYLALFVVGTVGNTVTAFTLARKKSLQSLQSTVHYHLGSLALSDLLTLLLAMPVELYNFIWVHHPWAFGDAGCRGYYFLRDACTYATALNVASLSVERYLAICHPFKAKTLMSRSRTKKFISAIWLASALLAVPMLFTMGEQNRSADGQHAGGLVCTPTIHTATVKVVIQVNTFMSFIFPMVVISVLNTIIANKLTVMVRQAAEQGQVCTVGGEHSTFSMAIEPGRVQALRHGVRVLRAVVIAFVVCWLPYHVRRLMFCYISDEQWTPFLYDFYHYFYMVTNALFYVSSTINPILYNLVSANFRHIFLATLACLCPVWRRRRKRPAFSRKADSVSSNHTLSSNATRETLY
AID2073: inhibitors of Mint1-CaV2.2 protein interaction, biochemical, HTRF (AID 2073) | one-dose inhibition, % at 20 µM; IC50 in µM for titrated hits | 0.19% of 290,000 active | HTRF protein-protein interaction, Mint1-CaV2.2; higher % means a stronger effect; in the data active = inhibition mostly above about 51%, no sharp cut-off; inconclusive = no clear call, values can overlap the other calls; inactive = mostly below about 53%; also: some results filed as inactive read as strong as hits
GPR55 beta-arrestin: GPR55 agonists via beta-arrestin recruitment, primary screen, imaging, U2OS cells, beta-arrestin-GFP redistribution (AID 1961) | 0.048% of 290,000 active | U2OS GPR55 beta-arrestin-GFP redistribution imaging; higher % means a stronger effect | activation, % at 10 µM, or EC50 in µM where a hit was titrated;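 active = activation above 40% with more than 50 cells counted in the well; inconclusive = wells holding fewer than 50 cells, flagged as toxic or sparse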;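 also: U2OS osteosarcoma cells stably expressing GPR55 and beta-arrestin-GFP; plate controls were DMSO negative control for no effect and LPI positive control for full effect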
UTI89 phage lysis: protection from phage-mediated lysis, alamar blue read-out – E. coli UTI89, K1F phage, bacterial capsule biogenesis inhibitors (AID 488966). E. coli UTI89 K1F phage lysis, alamar blue, 2 h; higher % means a stronger effect. inhibition, % at 100 µM; hits with a dose series show IC50 in µM. 0.02% of 340,000 active;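 active = phage lysis inhibition, versus mean bacterial control, above a set limit; inconclusive = no clear call, values can overlap the other calls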;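 also: capsule biogenesis inhibitors block K1F phage lysis so surviving cells raise fluorescence; higher fluorescence means more inhibition of phage lysis; actives were called in the ten point dose series up to 300 µM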
NTR1 agonist cell count 20 µM: recorded beside NTR1 agonist, whose call it bears; cell count; measured here: cell count, cytotoxicity flag
Active calls of the source: *; i = inactive; ? = inconclusive; . = no result given; [ ] = another dose, or the depositor's remark.

SMILES	GPR35 antagonists	Dengue-2 NS5 capping	Siah-1 displacement	GPR55 antagonists	HIV fusion peptide	NTR1 agonist	NTR1 agonist cell count 20 µM	AID2073	GPR55 beta-arrestin	UTI89 phage lysis
Brc1ccc(-c2nnc3sc(CN4CCC5(CC4)OCCO5)cn23)cc1	2%	-6%	-4%	4%	-1.8%	-1.0	40	6%	0.2%	4.8%
C/C(=N\N(C)C)C1=C(O)c2ccccc2C1=O	-2%	-1%	-4%	3%	1.8%	0.0	65	-7%	0.1%	4.8%
COc1cc(/C=C/C(=O)N2CCN(CC(O)COc3ccccc3)CC2)cc(OC)c1OC (stereo unspecified)	12%	4%	1%	25%	3.1%	1.9	47	16%	1.4%	0.0%
O=c1c(N2CCCCC2)coc2ccccc12	-7%	-1%	8%	20%	0.7%	1.2	93	-14%	0.3%	4.7%
CCOc1ccc(CCNC(=O)CSc2ncn[nH]2)cc1OCC	-10%	1%	-3%	-8%	-0.6%	0.7	56	-3%	0.0%	-0.1%
CC(=O)C1=C(O)C(=O)N(Cc2ccccc2)C1c1cccc([N+](=O)[O-])c1 (stereo unspecified)	12%	4%	-1%	11%	-1.5%	-1.1	72	9%	-0.1%	0.0%
CC(C)C(NC(=S)Nc1ccccc1)C(=O)O (stereo unspecified)	6%	-3%	-3%	5%	-1.0%	0.7	50	16%	-0.3%	1.6%[50 µM]
Cc1csc(SCC(=O)NC(=O)NCCC(C)C)n1	3%	-4%	27%	4%	-0.2%	1.4	45	1%	-0.3%	-0.3%
CS/C(=N\S(=O)(=O)c1ccccc1)c1ccccc1	-5%	-7%	3%	-4%	0.3%	0.4	46	-2%	-0.2%	-5.3%
O=C(NC1CCCCC1)C1CCCN(S(=O)(=O)c2ccc(F)cc2)C1 (stereo unspecified)	-5%	-6%	-4%	-3%	-0.4%	-1.0	61	18%	-0.2%	-0.1%
CCC(OC(=O)c1cccs1)C(=O)NC1CCCCC1 (stereo unspecified)	7%	-7%	1%	-1%	-0.1%	0.1	96	-3%	-1.0%	-0.2%
CC(=O)c1c(C)[nH]c(C(=O)CSc2nnc(-c3ccc(Cl)cc3)n2CC2CCCO2)c1C (stereo unspecified)	4%	-4%	-2%	16%	-2.1%	0.4	52	-16%	0.2%	0.1%
CSc1ccccc1NC(=O)C1CC(c2c(F)cccc2Cl)=NO1 (stereo unspecified)	5%	4%	-1%	4%	1.5%	0.3	59	44%	-0.1%	0.7%
Cn1c(=O)c(-c2ccccc2)nn2c3ccccc3nc12	-3%	2%	-1%	10%	2.1%	2.8	57	16%	-0.5%	3.1%
CN(C)CCNC(=S)Nc1ccc(Br)cc1	6%	-4%	-1%	13%	1.0%	2.5	57	-12%	0.4%	2.8%[50 µM]
CCOC(=O)c1ccccc1NC(=O)c1cn(-c2ccc(C)c(C)c2)c(=O)c2ccccc12	3%	-4%	10%	18%	1.0%	1.9	41	-7%	0.4%	2.9%
COc1ccc(NC(=O)c2cc(C)cc(C)c2)cc1[N+](=O)[O-]	-10%	-16%	-2%	-4%	-0.6%	0.3	40	-8%	1.1%	-0.3%
Cc1oc(C(=O)O)cc1COc1cccc2ccccc12	1%	7%	-2%	10%	1.4%	1.2	77	7%	0.0%	0.4%
Cc1cc(C(F)F)nn1CC(=O)NCc1ccco1	-5%	0%	-5%	5%	5.8%	-0.8	49	4%	0.0%	6.7%
CC(=O)c1cccc(NC(=O)c2cc(C(C)C)on2)c1	-8%	0%	1%	8%	-1.7%	0.0	80	-4%	-0.2%	1.1%
CC1CCc2c(C(=O)N3CCN(S(=O)(=O)c4cccs4)CC3)csc2C1 (stereo unspecified)	1%	-3%	3%	13%	-0.5%	8.7	96	18%	-0.2%	0.2%
CC(C)CNS(=O)(=O)c1cc2c3c(c1)CCC(=O)N3CCC2	1%	-7%	-1%	-7%	-1.1%	-0.9	43	4%	-0.1%	1.7%
COc1cccc(N(CC(=O)NC(C)(C)C)C(=O)C2CSC(=O)C2)c1 (stereo unspecified)	-2%	0%	-3%	-8%	2.4%	-0.9	91	8%	-0.2%	10.0%
CCN1C(=O)c2cccc3c(S(=O)(=O)N4CCCC4C(=O)O)ccc1c23 (stereo unspecified)	-4%	-6%	6%	10%	-1.1%	-0.2	59	30%	-0.2%	0.1%
c1ccc(CN2CCN(C3=Nc4cccc5cccc3c45)CC2)cc1	10%	-1%	-3%	18%	9.2%	0.3	55	-1%	-0.1%	9.8%
COC(=S)N/C(=N\S(=O)(=O)c1ccc(Cl)cc1)c1ccccc1	-16%	8%	13%	2%	1.3%	1.8	55	7%	-0.2%	0.1%
CC(=O)N1CCN(C(=S)c2ccc([N+](=O)[O-])cc2)CC1	2%	-4%	11%	-2%	-2.1%	-1.1	53	-19%	-0.4%	1.9%
CCCC(=O)N1CCN(c2ccc(NC(=O)c3ccccc3)cc2)CC1	12%	-5%	-1%	-2%	-1.2%	-1.0	83	-5%	-0.2%	0.1%
Cc1c(N=C/C=C/c2ccccc2)cnn1C	1%	-2%	-3%	5%	1.0%	-0.3	43	-9%	-0.2%	0.3%
O=C(CNC(=O)c1ccc(S(=O)(=O)N2CCCC2)cc1)N/N=C/c1ccccc1Cl	-17%	-8%	14%	8%	-1.1%	3.2	35	4%	0.2%	-0.4%[50 µM]
COCCC(=O)Nc1ccc2c(c1)CN(C(=O)c1ccc(CSC)o1)CC2	-1%	1%	5%	5%	0.1%	1.7	75	9%	0.6%	-0.4%
CCn1c(=O)[nH]c(=O)c2c(N)c(C(=O)c3ccccc3OC)sc21	7%	-7%	-4%	2%	0.0%	0.8	45	0%	0.3%	1.8%[50 µM]
CCOC(=O)CNc1nc(Oc2ccc(=O)n(C)n2)nc(N(CC)CC)n1	0%	0%	5%	-15%	-1.0%	0.8	97	-4%	-0.3%	0.2%
COc1cccc(NC(=O)CN2CCc3ccccc3C2)c1	10%	-10%	-2%	12%	-2.2%	-0.5	63	7%	0.3%	-0.1%
CON(C)c1nc(Oc2ccc(=O)[nH]n2)nc(N(C)C)n1	6%	-2%	-2%	-2%	-0.5%	-0.8	77	-2%	0.0%	0.4%
C=CCNc1nc(NCc2ccco2)nc(OCC)n1	15%	.	3%	-9%	-1.3%	-0.4	55	2%	-0.1%	0.1%
O=C(CN1C(=O)C2C3C=CC(C3)C2C1=O)NCc1ccccc1 (stereo unspecified)	3%	-8%	-1%	10%	-1.6%	1.3	65	11%	-0.2%	4.1%
CCCNC(=O)c1cccc(C(F)(F)F)c1	8%	-1%	-5%	4%	-3.6%	-0.9	58	11%	0.7%	0.2%
CC1CN(C(=O)c2ccc3c(c2)OCO3)CC(C)O1 (stereo unspecified)	1%	-3%	-4%	9%	-3.0%	0.4	38	-8%	-0.1%	0.3%
COc1ccc(-n2c(SCC(=O)N3CCC(C(=O)O)CC3)nc3ccccc3c2=O)cc1OC	-5%	-3%	4%	15%	0.4%	1.0	55	4%	-0.3%	0.3%
COc1cc(C2CC(=O)NC3=C2C(=O)CC(C)(C)C3)cc(OC)c1O (stereo unspecified)	7%	-3%	4%	15%	-1.5%	-0.5	72	-7%	-0.2%	0.6%
CCN(CCCNC(=O)CN1C(=O)COc2ccccc21)c1cccc(C)c1	7%	1%	-6%	9%	-0.1%	0.3	50	-20%	-0.1%	2.7%
Cc1ccccc1OCC(=O)OCC(=O)c1ccc(-c2ccccc2)cc1	-19%	-3%	6%	2%	1.8%	1.1	75	5%	-0.4%	1.6%
N#C/C(C(=O)N1CCCCC1)=C1/N=C(NC(=O)c2ccc(F)cc2)c2ccccc21	12%	-10%	2%	4%	-1.1%	3.4	48	4%	-0.1%	0.1%
Fc1ccccc1NC(=S)N1CCN(C/C=C/c2ccccc2)CC1	11%	3%	0%	16%	-2.2%	0.9	38	-63%	-0.3%	0.4%
O=C(CSCc1ccccc1)N1CCN(c2cccc(C(F)(F)F)c2)CC1	4%	-6%	2%	6%	1.0%	2.2	37	-3%	-0.1%	-0.2%
O=C(c1cc2nc(-c3ccccc3)cc(-c3ccccc3)n2n1)N1CCCC1	-2%	-10%	-6%	14%	-4.2%	13	24	25%	0.4%	0.6%
C=C1CCN([C@H](C(=O)Nc2ccc(OC)cc2)C(C)C)S(=O)(=O)c2ccccc21	-18%	-8%	-6%	5%	-1.0%	-1.3	82	7%	-0.2%	i
COc1cc(NC(=O)CN(c2cc(C)cc(C)c2)S(=O)(=O)c2c(C)[nH]c(=O)[nH]c2=O)cc(OC)c1	12%	-5%	3%	7%	2.4%	0.2	63	3%	-0.2%	0.0%
CC(=O)c1cccc(NC(=O)c2cnn(-c3ccccc3)c2C)c1	-2%	1%	6%	-5%	-1.1%	-0.5	68	11%	0.3%	0.2%
COc1ccc(/C=C2\SC(=S)N(CCCC(=O)N3CCN(C)CC3)C2=O)cc1	0%	-6%	12%	-6%	0.7%	1.2	57	7%	?	-1.1%

Ordered by value in Dengue-2 NS5 capping (largest number first): some entries from above
structure	GPR35 antagonists	Dengue-2 NS5 capping	Siah-1 displacement	HIV fusion peptide	AID2073
CC(=O)c1cccc(NC(=O)c2cnn(-c3ccccc3)c2C)c1	-2%	1%	6%	-1.1%	11%
COc1cc(C2CC(=O)NC3=C2C(=O)CC(C)(C)C3)cc(OC)c1O (stereo unspecified)	7%	-3%	4%	-1.5%	-7%
O=C(c1cc2nc(-c3ccccc3)cc(-c3ccccc3)n2n1)N1CCCC1	-2%	-10%	-6%	-4.2%	25%

One compound at a time (already shown). Screens in order: GPR35 antagonists	Dengue-2 NS5 capping	Siah-1 displacement	GPR55 antagonists	HIV fusion peptide	NTR1 agonist	NTR1 agonist cell count 20 µM	AID2073	GPR55 beta-arrestin	UTI89 phage lysis
Cc1cc(C(F)F)nn1CC(=O)NCc1ccco1 across the screens: -5%	0%	-5%	5%	5.8%	-0.8	49	4%	0.0%	6.7%
O=C(c1cc2nc(-c3ccccc3)cc(-c3ccccc3)n2n1)N1CCCC1 across the screens: -2%	-10%	-6%	14%	-4.2%	13	24	25%	0.4%	0.6%
